Assay outcomes from PubChem BioAssay.
PolyA inh – inhibitors of polyadenylation in S. cerevisiae | AID 1875 | calls only at 12 µM | S. cerevisiae SKY197-pL101 polyadenylation reporter, beta-gal luminescence; efflux-impaired pdr1/pdr3 knockout yeast; score 100 = 6 SD above DMSO | 300,000 compounds, 0.02% hits;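 active = lowest replicate activity score at least 50, where 100 means six control SD above control mean; inconclusive = lowest score under 50 but half or more replicates reach 50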;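 note: yeast exposed to compound for 9 h at 30 °C; higher score means more reporter readthrough which indicates perturbed polyadenylation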
HDAC3 inhib – inhibitors of human histone deacetylase 3 | O15379 | recombinant HDAC3, fluorogenic peptide/trypsin coupled, fluorescence | inhibition, % at 8.3 µM | 320,000 compounds, 0.15% hits | AID 2718; in the data active = inhibition above about 26%, passing the limit was not always enough; inconclusive = no clear call, values can overlap the other calls
hERG protect – hERG (human) protection from proarrhythmic block; Q12809; CHO-hERG, FluxOR thallium flux, dofetilide IC70 present; activation (rescue from dofetilide block), less the hit threshold, % at 10 µM; 310,000 compounds, 0.51% hits; AID 1511;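 active = activation above the mean of controls blocked by dofetilide plus 5 SD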;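 note: thallium influx through hERG after potassium depolarization seen as dye fluorescence rise; in these data hits start at about 4.7%; inactives centre near -7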
Target sequence (Q12809 whole entry, looked up): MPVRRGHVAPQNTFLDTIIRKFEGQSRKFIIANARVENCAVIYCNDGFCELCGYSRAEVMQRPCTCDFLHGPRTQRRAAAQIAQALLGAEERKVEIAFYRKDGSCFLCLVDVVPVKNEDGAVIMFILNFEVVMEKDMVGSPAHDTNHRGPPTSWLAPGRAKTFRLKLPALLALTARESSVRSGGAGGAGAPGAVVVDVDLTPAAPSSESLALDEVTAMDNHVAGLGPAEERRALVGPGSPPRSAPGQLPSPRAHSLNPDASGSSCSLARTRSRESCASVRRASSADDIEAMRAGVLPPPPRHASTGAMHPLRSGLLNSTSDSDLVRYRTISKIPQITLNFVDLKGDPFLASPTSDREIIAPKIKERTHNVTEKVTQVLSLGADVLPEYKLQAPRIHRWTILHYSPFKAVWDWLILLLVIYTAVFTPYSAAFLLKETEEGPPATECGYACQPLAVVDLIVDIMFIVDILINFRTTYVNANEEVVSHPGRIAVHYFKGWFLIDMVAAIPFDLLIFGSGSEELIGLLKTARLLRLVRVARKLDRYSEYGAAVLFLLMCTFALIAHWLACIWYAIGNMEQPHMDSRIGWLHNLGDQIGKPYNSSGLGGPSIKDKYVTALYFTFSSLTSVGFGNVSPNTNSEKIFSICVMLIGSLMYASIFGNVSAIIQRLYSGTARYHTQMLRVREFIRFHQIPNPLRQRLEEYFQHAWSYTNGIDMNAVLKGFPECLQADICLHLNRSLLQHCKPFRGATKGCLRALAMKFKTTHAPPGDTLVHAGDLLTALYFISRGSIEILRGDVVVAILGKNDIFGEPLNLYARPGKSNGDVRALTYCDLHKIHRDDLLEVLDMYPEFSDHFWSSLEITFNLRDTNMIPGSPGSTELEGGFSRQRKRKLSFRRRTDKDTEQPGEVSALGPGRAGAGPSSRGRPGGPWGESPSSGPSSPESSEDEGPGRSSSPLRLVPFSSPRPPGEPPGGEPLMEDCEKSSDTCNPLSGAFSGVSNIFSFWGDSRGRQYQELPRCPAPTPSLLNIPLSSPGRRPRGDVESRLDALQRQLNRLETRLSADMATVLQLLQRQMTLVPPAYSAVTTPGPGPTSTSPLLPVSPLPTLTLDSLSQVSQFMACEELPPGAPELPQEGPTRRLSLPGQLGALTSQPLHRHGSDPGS
GSK3beta inhib – blocks human GSK3beta kinase activity. GST-GSK3beta kinase, ADP-Glo luminescence, 60 min; hits give low values. activity score (negative = inhibition), % at 10 µM. 300,000 compounds, 0.038% hits. P49841;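 active = more than half of replicate wells score below -50%, meaning over 50% inhibition versus plate controls; inconclusive = some replicates but at most half score below -50%; inactive = no replicate scores below -50%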;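 note: 0% = median DMSO wells and -100% = median GW8510 positive control wells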
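test system = GST-tagged human GSK3beta kinase, cell-free | reagent = 25 µM ATP with peptide substrate | dosing = one dose of 10 µM per compound | schedule = 60 min reaction, RT | detection = luminescent ADP-Glo measurement of ADP formed | control set = DMSO neutral wells and GW8510 at 20 µM as positive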
KCNQ1 inh – blocks the human KCNQ1 potassium channel; B-score at 10 µM; 310,000 compounds, 1.3% hits; P51787; CHO-K1 KCNQ1, FluxOR thallium flux fluorescence; hits give high values;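 active = compounds whose thallium flux B-score, printed positive for inhibition, exceeds three library SD while starting fluorescence stays within three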;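 note: channel opened by potassium depolarization with thallium stimulus after 20 min compound exposure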
KCNK9 inh – blocks the human KCNK9 two-pore domain potassium channel. AID 488922. Q9NPC2. 310,000 compounds, 1.2% hits. B-score at 10 µM. HEK293 KCNK9, FluxOR thallium flux fluorescence; hits give low values;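 active = ratio B-score over 3 SD below the library mean, with starting fluorescence within 5 SD of its mean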;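 note: negative B-score means less thallium flux so channel inhibition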
KCNQ1 act – potentiates or activates the human KCNQ1 potassium channel | B-score at 10 µM | 310,000 compounds, 0.35% hits | P51787 | CHO-K1 KCNQ1, thallium flux FluxOR fluorescence; hits give high values;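 active = fluorescence ratio B-score, a plate-corrected score, at least three library SD, with initial intensity B-score within 5 SD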
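System: Stable KCNQ1 CHO-K1 line | Incubation: 90 min dye loading and 20 min compound exposure, both at room temperature | Measure: Ratio B score | Medium: Assay buffer for compound exposure, DMSO matched across wells | Compound dosing: Single-concentration screen | Probe or stimulus: K+/Tl+ depolarizing stimulus | Measured by: Kinetic FluxOR fluorescence, 10 s baseline plus 110 s post-stimulus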
RGS4 act – potentiators or activators of RGS4 | HEK293 M3R/inducible RGS4, carbachol calcium flux Fluo4; hits give low values | B-score at 10 µM | 310,000 compounds, 0.92% hits;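 active = B-score of the integrated calcium signal more than 4 SD below the library mean, with starting fluorescence not abnormally high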;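 note: negative B-score means reduced calcium response which marks RGS4 activation or potentiation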
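Material: M3R-expressing HEK293 line, RGS4 induced by doxycycline | Schedule: Overnight RGS4 induction, 30 min dye load 37 °C, 20 min compound RT | Measured by: Fluo4 fluorescence kinetic imaging of calcium | Read-out: Integrated calcium ratio converted to B score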
Dyrk1A ADPGlo – inhibitors of rat Dyrk1A kinase. inhibition, % at 12.5 µM. 310,000 compounds, 0.43% hits. ADP-Glo luminescence, NFATc1 peptide. Q63470; in the data active = inhibition above about 50%;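 note: plate controls were vehicle with enzyme for no effect and no enzyme for full effect; many of its hits are not listed in these tables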
GSK3A inh – blocks human GSK-3 alpha kinase; ADP-Glo luminescence, 60 min; inhibition, % at 10 µM; P49840; AID 2650; 320,000 compounds, 0.1% hits;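 in the data active = inhibition above about 50%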;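 note: GST-tagged GSK-3 alpha with peptide substrate and 25 µM ATP; 0% = DMSO neutral wells and 100% = GW8510 positive control wells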
KCNK3 inh – human KCNK3 channel inhibition, primary screen | 340,000 compounds, 0.84% hits | O14649 | B-score at 10 µM | CHO-KCNK3 thallium flux, FluxOR fluorescence; hits give low values;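 active = B-score under library mean minus 4 SD, starting fluorescence ratio at most library mean plus 5 SD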;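 note: more negative B-score means stronger inhibition of thallium flux through KCNK3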
Active calls of the source: *; i = inactive; u = inconclusive; x = not tested or not shown. A portion of the library, so the mix of outcomes need not match the whole.

SMILES	PolyA inh	HDAC3 inhib	hERG protect	GSK3beta inhib	KCNQ1 inh	KCNK9 inh	KCNQ1 act	RGS4 act	Dyrk1A ADPGlo	GSK3A inh	KCNK3 inh
O=C(NC12CC3CC(CC(C3)C1)C2)N1CC2Cc3cccc(=O)n3C(C2)C1 (stereo unspecified)	i	-1	-3	0	i	i	i	i	-4	5	i
Cc1cc(NCC2CCCO2)n2c(nc3ccccc32)c1C#N (stereo unspecified)	i	-90	-1	5	i	i	i	i	1	5	i
Cn1nnc2c(N3CCCCC3)nccc21	i	-13	-9	0	i	i	i	i	3	3	i
Cc1noc(C)c1C(=O)N(C)Cc1ccccc1	i	-4	-10	2	i	i	i	i	-6	-2	i
O=C(CSc1nc2ccccc2c(=O)[nH]1)c1ccccc1	i	9	-9	2	i	i	i	i	-2	-4	i
Cc1cccc(C(=O)NCc2ccco2)c1	i	-3	-4	-1	i	i	i	i	15	-4	i
CC(C)(C)c1ccc(SCCc2cccnc2)cc1	i	2	0	2	i	i	i	i	x	0	i
Cc1ccc(-c2nnn(Cc3nc(N)nc(N4CCOCC4)n3)n2)cc1	i	10	-3	-2	i	i	i	i	0	0	i
Nc1c(C(=O)N/N=C/c2cccnc2)oc2nc(-c3ccccc3)cc(-c3ccco3)c12	i	-9	-14	-2	6*	-11*	i	-8.9*	10	8	i
Cc1ccc2cc(CCNS(=O)(=O)c3ccc(F)cc3)c(=O)[nH]c2c1C	i	-2	-6	3	i	i	i	i	-3	0	i
C=CCn1c(C)nnc1SCC(=O)c1[nH]c(C)c(C(C)=O)c1C	i	11	-2	-3	i	i	i	i	x	-2	i
COc1ccccc1N1CC(C)(C)C(=O)N(C(=O)c2ccc(C)cc2)C1=S	i	9	-4	0	i	i	i	i	-1	2	i
CN(C(=O)COC(=O)/C=C/c1ccc2c(c1)OCO2)c1c(N)n(Cc2ccccc2)c(=O)[nH]c1=O	i	-3	-11	-2	i	i	i	i	11	3	i
Cc1cccc(NC(=O)/C(C#N)=C\c2ccc(C(=O)O)cc2)c1	i	2	-9	-2	i	i	i	i	2	-6	i
CC(OC(=O)/C=C/c1cccc(Cl)c1)C(=O)NC1CCCCC1C (stereo unspecified)	i	0	-2	x	i	i	i	i	-6	-2	i
Cc1ccccc1OCCNC(=O)c1ccco1	i	-2	-13	-1	i	i	i	i	-11	-1	i
COc1ccc(N2CCN(CCCNC(=O)C3(S(=O)(=O)c4ccc(Cl)cc4)CC3)CC2)cc1	i	-1	-7	2	i	i	i	i	12	0	i
Cc1c(C(=O)O)cccc1-n1c(C)cc(/C=N/Nc2ccc([N+](=O)[O-])cn2)c1C	i	8	-8	-9	i	i	i	i	59*	35	i
COc1cccc(C(=O)NCCN2C(=O)S/C(=C/c3cccs3)C2=O)c1OC	i	7	-18	3	i	i	i	i	x	-1	i
COc1ccc(-c2n(Cc3ccccc3)c3ccccc3[n+]2Cc2ccccc2)cc1	i	9	-11	-4	8*	-11*	i	i	-2	1	i
Cc1nn(Cc2ccccc2)c(C)c1C(=O)Nc1ccc(N2CCOCC2)cc1	i	-1	-14	1	i	i	i	i	-2	-2	i
COc1cc2ccccc2cc1C(=O)N(CCN(C)C)c1nc2ccc(C)cc2s1	i	u	-14	1	i	i	i	i	1	-7	i
O=C(NC(Cc1ccc2c(c1)OCO2)C(=O)NC(Cc1ccccc1)C(=O)O)c1ccccc1 (stereo unspecified)	i	2	-6	2	i	i	i	i	-2	-6	i
O=c1cc(CSc2nnnn2-c2ccccc2)nc2scc(-c3ccccc3)n12	i	7	-7	0	i	i	i	i	3	-1	i
COC(=O)C(Cc1c[nH]c2ccccc12)NC(=O)CNC(C)=O (stereo unspecified)	i	1	-6	0	i	i	i	i	-6	-1	i
COc1ccc(N2CCN(C(=O)CCS(=O)(=O)c3ccc(C)cc3)CC2)cc1	i	-6	-13	-2	i	i	i	i	3	-1	i
Cc1cc(C)nc(SC(C(=O)O)c2ccccc2)n1 (stereo unspecified)	i	-2	-4	-1	i	i	i	i	-3	0	i
Cc1ccc(-c2nc3c(=O)n(-c4ccccc4)c4c(c(=O)n(C)c(=O)n4C)c3o2)cc1	i	0	0	1	i	i	i	i	x	0	i
CCN1C(=O)[C@H]2[C@@H](c3ccc(C)cc3)N3C(=O)N(c4cccc(Br)c4)C(=O)[C@@]3(CC)[C@H]2C1=O	i	-5	-9	1	i	i	i	i	0	x	i
COc1ccc(C(=O)CSc2nc3c(c(=O)n(C)c(=O)n3C)n2C)cc1	i	2	-5	0	i	i	i	i	x	-1	x

Some of the entries so far, with each value named.
Compound: Cc1nn(Cc2ccccc2)c(C)c1C(=O)Nc1ccc(N2CCOCC2)cc1
  PolyA inh: i	HDAC3 inhib: -1	hERG protect: -14	GSK3beta inhib: 1	KCNQ1 inh: i	KCNK9 inh: i	KCNQ1 act: i	RGS4 act: i	Dyrk1A ADPGlo: -2	GSK3A inh: -2	KCNK3 inh: i
Compound: COc1cc2ccccc2cc1C(=O)N(CCN(C)C)c1nc2ccc(C)cc2s1
  PolyA inh: i	HDAC3 inhib: u	hERG protect: -14	GSK3beta inhib: 1	KCNQ1 inh: i	KCNK9 inh: i	KCNQ1 act: i	RGS4 act: i	Dyrk1A ADPGlo: 1	GSK3A inh: -7	KCNK3 inh: i
Compound: O=C(NC(Cc1ccc2c(c1)OCO2)C(=O)NC(Cc1ccccc1)C(=O)O)c1ccccc1 (stereo unspecified)
  PolyA inh: i	HDAC3 inhib: 2	hERG protect: -6	GSK3beta inhib: 2	KCNQ1 inh: i	KCNK9 inh: i	KCNQ1 act: i	RGS4 act: i	Dyrk1A ADPGlo: -2	GSK3A inh: -6	KCNK3 inh: i
Compound: O=c1cc(CSc2nnnn2-c2ccccc2)nc2scc(-c3ccccc3)n12
  PolyA inh: i	HDAC3 inhib: 7	hERG protect: -7	GSK3beta inhib: 0	KCNQ1 inh: i	KCNK9 inh: i	KCNQ1 act: i	RGS4 act: i	Dyrk1A ADPGlo: 3	GSK3A inh: -1	KCNK3 inh: i

Next section
SMILES	PolyA inh	HDAC3 inhib	hERG protect	GSK3beta inhib	KCNQ1 inh	KCNK9 inh	KCNQ1 act	RGS4 act	Dyrk1A ADPGlo	GSK3A inh	KCNK3 inh
Cc1ccccc1NC(=O)C[n+]1cc(-c2ccccc2)n2c1CCC2	i	-6	-8	-5	i	i	i	i	6	0	i
O/N=C1\CCCc2nnc3c(c21)CCCC3	i	0	-11	2	i	i	i	i	-2	-3	i
Cc1cc(C)c2oc(C(=O)Nc3ccc(S(=O)(=O)Nc4nccs4)cc3)cc(=O)c2c1	i	2	-10	-1	i	i	i	i	2	-2	i
CC(NC(=O)COc1cccnc1[N+](=O)[O-])c1ccc(Cl)cc1Cl (stereo unspecified)	i	6	-6	6	i	i	i	i	4	-3	i
CC1=C(C#N)C(NC(=O)c2ccc(C)cc2)(C(F)(F)F)C(=O)N1 (stereo unspecified)	i	3	-6	-2	i	i	i	i	1	1	i
O=C(Nc1ccccn1)c1ccc(-c2ccccc2)cc1	i	22	-10	0	i	i	i	i	x	4	i
COc1ccc(-c2noc(CCC(=O)NCc3cc(Br)ccc3OC)n2)cc1	i	5	-10	0	i	i	i	i	-4	-1	i
c1cnc(NC2C3CC4CC(C3)CC2C4)nc1 (stereo unspecified)	i	4	-1	1	i	i	i	i	3	-1	i
O=C(COC(=O)C1=COCCO1)Nc1cccc(Oc2ccccc2)c1	i	4	-5	3	i	i	i	i	-6	-5	i
COc1ccc(NC(=O)Nc2c(C)n(C)n(-c3ccccc3)c2=O)c(OC)c1	i	-2	-8	2	i	i	i	i	2	-2	i
CCc1ccc(NC(=S)N2CCCCCCC2)cc1	i	0	-13	0	i	i	i	i	0	-1	i
Cc1ccccc1Cn1ccc(NC(=O)c2cc3nc(-c4ccco4)cc(C(F)(F)F)n3n2)n1	i	-4	-3	0	i	i	i	i	1	-2	i
Cn1cccc1C(=O)NC(=O)COC(=O)c1cc(Cl)ccc1[N+](=O)[O-]	i	2	-9	2	i	i	i	i	-1	2	i
CC[C@H](C)[C@@H](CN[C@H](CCCCNC)CNC)NCC1CCCC1	i	3	-10	-3	i	i	i	i	1	-2	i
CCn1c(=O)c(C(=O)NNC(=O)Cc2ccccc2)c(O)c2ccccc21	x	7	-4	x	i	i	i	i	4	-4	i
Cc1cc(C)c(S(=O)(=O)NCc2cn3c(C)csc3n2)cc1C	i	0	-6	2	i	i	i	i	-12	0	i
COc1ccccc1N1CCN(/N=C(\C)c2ccccc2O)CC1	i	3	-2	5	i	i	i	i	1	0	i
COC(=O)c1cc(OC)c(OC)cc1N=CC1=C(O)CC(C)(C)CC1=O	i	-2	-7	-1	i	i	i	i	-4	-2	i
COc1cc([N+](=O)[O-])ccc1NC(=O)COC(=O)c1n[nH]c2ccccc12	i	12	-5	2	i	i	i	i	-1	-5	i
CCO[C@@H]1OC(C(N)=O)=C[C@H](C(C)(C)C)[C@H]1CCCO	i	4	-8	-2	i	i	i	i	x	-2	i
NCCCC[C@@H]1NC(=O)c2cc([N+](=O)[O-])cc(F)c2NCCCC[C@@H](C(N)=O)NC(=O)[C@H](CCC(N)=O)NC1=O	i	6	-1	-10	i	i	i	i	-4	4	i
CCC(C)[C@H](NC(=O)NCc1ccccn1)C(=O)OC (stereo partly specified)	i	-1	-10	6	i	i	i	i	1	-4	i
O=C(N/N=C/C=C\c1ccccc1[N+](=O)[O-])c1ccncc1	i	1	-7	-2	i	i	i	i	9	3	i
CC(C)(C)C(=O)CNCC(=O)C(C)(C)C	i	3	-2	1	i	i	i	i	-1	-2	i
CCc1ccc(N2C(=O)C3CCCN3C2=S)cc1 (stereo unspecified)	i	3	-3	0	i	i	i	i	x	2	i
COc1ccc(C2CC(c3cccs3)=NN2C(=O)COC(=O)C2CCCCC2)cc1OC (stereo unspecified)	i	-2	-11	0	i	-15*	i	i	-4	1	-9.6*
COCC(=O)N1CCC(n2nnc3cc(F)ccc32)CC1	i	-4	-14	-3	i	i	i	i	1	0	i
CS(=O)(=O)NCc1ccc(C(=O)NC2CCCCC2)cc1	i	0	-2	0	i	i	i	i	x	0	i
Cc1cccc(OCc2nnc(SCC(=O)NC3CCCC3)n2C)c1	i	-4	-12	-1	i	i	i	i	-2	-3	i
